# 14-3-3g Raf: 14-3-3 gamma protein interaction modulation; FP, 14-3-3gamma / TMR-pS259-Raf peptide binding; inhibition, % at 40 µM; actives 0.19% (n = 160,000); AID 422; in the data active means inhibition above about 30%;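 further: 0% = protein plus tracer without compound and 100% = blank with tracer alone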
# Target sequence (P61981 whole entry, looked up): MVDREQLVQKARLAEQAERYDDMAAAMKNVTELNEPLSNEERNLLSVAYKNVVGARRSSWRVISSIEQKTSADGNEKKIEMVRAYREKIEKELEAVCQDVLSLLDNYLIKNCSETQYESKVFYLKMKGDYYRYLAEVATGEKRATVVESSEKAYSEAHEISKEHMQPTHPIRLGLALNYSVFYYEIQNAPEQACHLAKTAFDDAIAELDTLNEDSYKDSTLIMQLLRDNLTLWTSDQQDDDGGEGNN
# * = called active by the depositor; & = joins results of further samples.
SMILES,14-3-3g Raf
COCCn1c(SCC(=O)c2cccc(OC)c2)nnc1-c1ccco1,-9
CCCCN(CCCC)S(=O)(=O)c1cccc2nonc12,-24
COc1ccccc1Nc1nc(-c2cccs2)cs1,-6
CC1CCCc2sc3nc[nH]c(=O)c3c21 (stereo unspecified),-56
Cc1ccc(C(=O)Nc2cc(C)ccc2C)cc1,3
COc1ccccc1N1CCN(C(=O)CCc2ccccc2)CC1,-4
CCN(CC(=O)Nc1ccc2c(c1)OCO2)Cc1nc2ccccc2c(=O)[nH]1,3
COc1ccc(/C(O)=C2/C(=O)C(=O)N(CCN3CCOCC3)C2c2ccccn2)cc1OC (stereo unspecified),-12
Cc1cccc(OCCn2c(=S)[nH]c3cc(C(F)(F)F)ccc32)c1,4
C=CCNC(=O)CC1Nc2c3ccccc3nc(=S)n2C1=O (stereo unspecified),-18
COc1ccc(-c2noc(COc3ccc(Br)cc3C)n2)cc1OC,-2
O=C1NC(=Nc2cccc(Br)c2)SC1(CO)CO,-4
O=C(Nc1ccc(C(F)(F)F)cc1)c1cc(S(=O)(=O)NC2CCCCCC2)ccc1F,-1
COc1ccc(C2NC(=S)NC(C)=C2C(N)=O)cc1C (stereo unspecified),-2
O=C(O)c1cccc(C(=O)Cc2ccccc2)c1,11
Cc1nn(C(C)(C)C)c(OC(=O)c2ccccc2[N+](=O)[O-])c1S(=O)(=O)c1ccccc1,-2
O=C(O)CCC(=O)Nc1ccccc1C(=O)O,-6
COc1ccc(Cl)cc1-n1cc(-c2ccccc2)nc1SCC(=O)Nc1nccs1,-2
COCC(=O)Nc1cccc2ccccc12,9
Cc1ccc(NC(=O)N2CCC(C(=O)NCc3ccc(F)cc3)CC2)cc1,5
COC(=O)Cn1c(CN2CCCCC2)nc2c1c(=O)n(C)c(=O)n2C,-10
Cc1nc2ccc(C(=O)NC3CCCCC3)cc2nc1C,-5
CCc1c(O)nc(N2CCN(Cc3ccccc3)CC2)[nH]c1=O,2
CC(=N\O)/C(CN(C)C)=N/O,1
COc1ccc(S(=O)(=O)N2CCCC2C(=O)O)cc1OC (stereo unspecified),-4
C=CCn1c(-c2cccnc2)nn(C(=O)c2cc(OC)c(OC)c(OC)c2)c1=S,-2
CC(=O)c1cccc(NC(=O)CCNS(=O)(=O)c2cccs2)c1,-4
CC1=NN(C(=O)CCc2ccccc2)C(O)(c2ccc(Br)cc2)C1 (stereo unspecified),2
O=C(Cn1c(=O)oc2cc(S(=O)(=O)NCc3ccccc3)ccc21)NCc1ccco1,-7
COc1cccc(C2CC(c3ccc(Br)cc3)=NN2S(=O)(=O)c2ccccc2)c1OC (stereo unspecified),-272
CCOc1ccc(C(=O)Nc2nc(C)c(C(=O)OC)s2)cc1Br,-18
O=[N+]([O-])c1cccc(C=Nc2ccc(S(=O)(=O)Nc3ccccn3)cc2)c1,-3
Oc1cccc2ccc(N3CCOCC3)nc12,-1
CCN(CC)c1ccc(C2C(C(=O)Nc3cccc(F)c3)=C(C)NC3=C2C(=O)CC(C)(C)C3)cc1 (stereo unspecified),-11
C=CCc1cccc(CNc2c(C)n(C)n(-c3ccccc3)c2=O)c1O,-2&-9
CCC1CCCCN1C(=O)Cn1c(=S)[nH]c2ccccc2c1=O (stereo unspecified),-8
CCOC(=O)COc1ccc2c(C)c(CCC(C)C)c(=O)oc2c1,6
COc1ccc(NC(=O)c2cc([N+](=O)[O-])ccc2Cl)cc1OC,-12
CC1=C(C(=O)OCCCCl)C(c2ccc(C)cc2)NC(=O)N1 (stereo unspecified),-7
COc1ccc(-n2c(Cc3cccn3C)nnc2SCC(=O)Nc2nccs2)cc1,-2
CCCOc1ccc(N2C(=O)CC(Nc3ccc(OC)cc3)C2=O)cc1 (stereo unspecified),2
c1c2c(cc3sc(N4CCOCC4)nc13)OCCO2,0
COc1cc(C(=O)NC(c2ccc(Cl)cc2)c2cc(Cl)c3cccnc3c2O)cc(OC)c1OC (stereo unspecified),-3
C=CCNCc1cccn1-c1ccccc1,-10
C=CCN(CC=C)S(=O)(=O)c1ccc(C(=O)N=c2sc3cc(C)ccc3n2C)cc1,2
Cc1ccc(S(=O)(=O)N(C)CCCC(=O)Nc2ccccn2)cc1,-4
COc1ccc(Cl)cc1N1C(=O)C2CCCN2C1c1cccc(F)c1 (stereo unspecified),0
Cc1ccc(CNc2oc(-c3ccc(F)cc3)nc2C#N)cc1,4
c1ccc(Cn2nnc3c(NCc4ccc5c(c4)OCO5)nc(C4CC4)nc32)cc1,-2
C[C@]12CC[C@@H]3c4ccc(OS(=O)(=O)O)cc4CC[C@H]3[C@@H]1CCC2=O,-6

# For reference, 18 of the compounds above.
SMILES,14-3-3g Raf
Oc1cccc2ccc(N3CCOCC3)nc12,-1
CCN(CC)c1ccc(C2C(C(=O)Nc3cccc(F)c3)=C(C)NC3=C2C(=O)CC(C)(C)C3)cc1 (stereo unspecified),-11
C=CCc1cccc(CNc2c(C)n(C)n(-c3ccccc3)c2=O)c1O,-2&-9
CCC1CCCCN1C(=O)Cn1c(=S)[nH]c2ccccc2c1=O (stereo unspecified),-8
CCOC(=O)COc1ccc2c(C)c(CCC(C)C)c(=O)oc2c1,6
COc1ccc(NC(=O)c2cc([N+](=O)[O-])ccc2Cl)cc1OC,-12
CC1=C(C(=O)OCCCCl)C(c2ccc(C)cc2)NC(=O)N1 (stereo unspecified),-7
COc1ccc(-n2c(Cc3cccn3C)nnc2SCC(=O)Nc2nccs2)cc1,-2
CCCOc1ccc(N2C(=O)CC(Nc3ccc(OC)cc3)C2=O)cc1 (stereo unspecified),2
c1c2c(cc3sc(N4CCOCC4)nc13)OCCO2,0
COc1cc(C(=O)NC(c2ccc(Cl)cc2)c2cc(Cl)c3cccnc3c2O)cc(OC)c1OC (stereo unspecified),-3
C=CCNCc1cccn1-c1ccccc1,-10
C=CCN(CC=C)S(=O)(=O)c1ccc(C(=O)N=c2sc3cc(C)ccc3n2C)cc1,2
Cc1ccc(S(=O)(=O)N(C)CCCC(=O)Nc2ccccn2)cc1,-4
COc1ccc(Cl)cc1N1C(=O)C2CCCN2C1c1cccc(F)c1 (stereo unspecified),0
Cc1ccc(CNc2oc(-c3ccc(F)cc3)nc2C#N)cc1,4
c1ccc(Cn2nnc3c(NCc4ccc5c(c4)OCO5)nc(C4CC4)nc32)cc1,-2
C[C@]12CC[C@@H]3c4ccc(OS(=O)(=O)O)cc4CC[C@H]3[C@@H]1CCC2=O,-6

# Additional results:
SMILES,14-3-3g Raf
O=S(=O)(Nc1ccc2c(c1)oc1ccccc12)c1ccc(Cl)cc1,-14
COc1cc2c(C(=O)NCCN3CCN(c4cccc(Cl)c4)CC3)c3n(c(=O)c2cc1OC)CCc1ccccc1-3,-6
CC(=O)COc1cc(C)cc2oc(=O)c(Cc3ccccc3)c(C)c12,5
CCCC(c1nnnn1Cc1ccco1)N1CCN(c2cc(Cl)ccc2C)CC1 (stereo unspecified),-7
c1ccc2sc(CCc3nc4ccccc4s3)nc2c1,3
CC1(C)CSC(=S)N1S(=O)(=O)c1ccccc1,-4
O=C(c1cc(-c2ccc(Br)cc2)on1)N1CCCc2ccccc21,-58
CCOc1ccc(C2N(c3cc(Cl)ccc3OC)C(=O)C3CCCN32)cc1OC (stereo unspecified),-9
CN(C)c1ccc(NS(=O)(=O)c2ccc([N+](=O)[O-])cc2)cc1,-7
O=C(c1cccnc1Nc1ccc2c(c1)CCC2)N1CCOCC1,-3
O=C(c1cc2n(n1)C(C(F)(F)F)CC(c1ccc(Br)cc1)N2)N1CCOCC1 (stereo unspecified),-5
CCNS(=O)(=O)c1ccc2nc(NC(=O)c3cccnc3)sc2c1,-16
CCN(CC)CCNC(=O)CCc1n[nH]c(=O)c2ccccc12,3
CN(C1CCCCC1)S(=O)(=O)c1ccc(C(=O)O)cc1,1
COCC(=O)Nc1nc2n(n1)C(c1ccc(Cl)cc1)CC(c1ccc(OC)cc1)N2 (stereo unspecified),-5
Cc1ccc2oc(=O)c3cnn(CC(=O)NC4CCC(C)CC4)c3c2c1 (stereo unspecified),-8
O=C1CCCC2=C1C1c3ccccc3C(=O)N1c1ccc(C(=O)c3ccccc3)cc1N2 (stereo unspecified),-5
Cc1cccc(NC(=O)COc2cc(C)cc(C)c2)c1,-1
CCOc1cccc(NC(=O)C2CC(=O)N(C)C(=Nc3ccc(C)c(C)c3)S2)c1 (stereo unspecified),-1
N#CCCN(CC(=O)O)S(=O)(=O)c1ccccc1,1&-4
COc1cccc(N2CCN(c3ncnc4c3[nH]c3ccccc34)CC2C)c1 (stereo unspecified),5
CCCCC(=O)Nc1cccc(NC(=O)c2cccnc2)c1,-3
COc1ccc(N(CC(=O)N2CCc3ccccc3C2)S(=O)(=O)c2c(C)nn(C)c2C)cc1,-3
COC(=O)C1C2C=CC3(CN(C(C)c4ccc(OC)cc4)C(=O)C13)O2 (stereo unspecified),-6
CCCn1c(=S)[nH]c2cc(C(=O)NCc3ccccc3Cl)ccc2c1=O,-1
O=C(Nc1ccc(Nc2ccccc2)cc1)N1CCOCC1,-1&-5
CCCCCn1c(=O)[nH]c2cc(C(=O)NC3CCN(Cc4ccccc4)CC3)ccc2c1=O,-2
CC1(c2ccc(OC(F)F)cc2)NC(=O)N(CC(=O)NC2CCCCC2)C1=O (stereo unspecified),-5
CC1=CC(C)(C)NC(=S)N1c1cccc(F)c1,3
Cc1cc(NC(=O)c2ccco2)ncc1NC(=O)Cc1ccccc1,-7
Cc1ccc(CNC(=O)CNS(=O)(=O)c2cccc3nsnc23)cc1,-5
O=c1oc2ccc(Br)cc2cc1-c1nc(-c2cccs2)cs1,-52
CCCCC(C(=O)Nc1ccccc1OC)N1C(=O)c2ccccc2C1=O (stereo unspecified),-9
CNC(=O)N(O)C1N(C)C(=O)N(Cc2ccccc2)C1(C)C (stereo unspecified),0
Cc1ccc(Nc2c(-c3ccc(N(C)C)cc3)nc3ccccn23)cc1,-3
COc1ccccc1-n1c(SCC(=O)Nc2ccc(C)c(Cl)c2)nc2c(c1=O)SCC2,-80
CCCN1C(=O)c2ccccc2NC1c1ccc(OC)c(COc2ccc([N+](=O)[O-])c(C)c2)c1 (stereo unspecified),-6
Cc1ccc(NS(=O)(=O)c2cnc[nH]2)c(Cl)c1,0
CCOc1ccc(C(=O)Nc2ccc3oc(-c4cccc(C)c4)nc3c2)cc1[N+](=O)[O-],0
O=C(COn1nnc2ccc(Cl)cc21)NCc1ccccc1,-1
C[N+]1=CC(=C2C=C(C(C)(C)C)OC(C(C)(C)C)=C2)c2ccccc21,-15
CCOC(=O)c1c(C)oc2ccc(N(C(=O)c3ccncc3)S(=O)(=O)c3ccc(C)cc3)cc12,-45
CCOC(=O)c1ccc(-n2c(CN3CCC(C)CC3)nc3ccc([N+](=O)[O-])cc3c2=O)cc1,-14
CC(NC(=O)c1cccc(N2CCCC2=O)c1)c1ccc2c(c1)OCCO2 (stereo unspecified),-4
O=C(Nc1ccccc1O)c1ccc(Cl)c(S(=O)(=O)N2CCOCC2)c1,-9
COc1ccc(C2C3C(=O)N(c4ccccc4Cl)C(=O)C3ON2c2ccccc2C)cc1 (stereo unspecified),-2
CCSC1=C(C#N)C(c2ccc(F)cc2)CC(=O)N1 (stereo unspecified),7
CCCC(=O)Nc1ccc2nc(SCC(=O)Nc3nccs3)sc2c1,-4
O=C(CSc1ccccn1)Nc1ccccc1[N+](=O)[O-],-9
Cc1nc(C(F)(F)F)nc(Nc2ccc(Br)cc2)c1C#N,4

# Remaining list, next part:
SMILES,14-3-3g Raf
O=C(NCCN1CCCC1)C1CCN(S(=O)(=O)c2cnc[nH]2)CC1,-8
CCOc1ccc2nc(NC(=O)c3cccs3)sc2c1,-106
CC(C)OCCCNC(=O)CN1N=C(c2ccc(Cl)cc2)CCC1=O,0
[O-]c1n[n+](-c2ccccc2C(F)(F)F)no1,-10
O=C(CCN1CCCC1)N1N=C(c2ccc(Cl)cc2)CC1c1ccco1 (stereo unspecified),-7
O=C(NCc1ccco1)C1CCN(c2nnc(-n3cccc3)s2)CC1,-8
Cn1c(=O)c2cc(S(=O)(=O)Nc3cccc(F)c3)ccc2n(C)c1=O,-2
Cn1c(=O)c2cn(-c3ccccc3Cl)cc2n(C)c1=O,1
CCS(=O)(=O)n1nc(-c2ccc(Cl)cc2)nc1N,3
COc1ccc(OC)c(N(CC(=O)Nc2c(C)cccc2C)S(=O)(=O)c2ccccc2)c1,-11
Cn1c(=O)c2c(SCC(=O)O)nc(-c3ccco3)nc2n(C)c1=O,5
O=C(NC1CCCCC1)C(c1cc2c(cc1[N+](=O)[O-])OCO2)N(Cc1ccccc1)Cc1ccccc1 (stereo unspecified),6
CC(=O)N(CCC(c1ccccc1)C1CCOC(C)(C)C1)Cc1ccccc1 (stereo unspecified),1
CCCN1C(=O)c2ccccc2NC1c1ccc(F)cc1 (stereo unspecified),-4
COc1ccccc1N1CCN(CC(O)COc2cc(C)c(Cl)c(C)c2)CC1 (stereo unspecified),-1
CCn1c(COc2ccc3c(c2)OCO3)nnc1SCC(=O)c1ccccc1,-5
COc1ccc(CC(=O)NCc2nnc(SCCOc3ccccc3)n2C)cc1,7
c1ccc2c(-n3cnnn3)cccc2c1,-8
COc1ccc(NC(=O)c2cc(-c3cccs3)on2)cc1OC,-3
Cc1ccc2c(c1)N(C(C)C(=O)N1CCOCC1)C(=O)CO2 (stereo unspecified),1
O=C(O)C1CCCCC1C(=O)Nc1cccc(C(=O)N2CCCCC2)c1 (stereo unspecified),-3
Cc1ccc(S(=O)(=O)Nc2ccc3oc(=O)sc3c2)c(C)c1,-8
Cc1ccc(NC(=O)CN2CCCN(S(=O)(=O)c3ccc(Br)s3)CC2)cc1,-2
CCc1nnc(NC(=O)CSc2nccn2-c2cc(C)cc(C)c2)s1,3
CCc1cccc(NC(=O)CCS(=O)(=O)c2ccc(C)cc2)c1,-8
COC(=O)c1c(NC(=O)c2cccc(S(=O)(=O)N3CCOCC3)c2)sc2c1CCCC2,-8
COc1ccc(-c2csc(Nc3ccc(C)c(C)c3)n2)cc1F,-5
O=C(NCCCN1CCN(c2cccc(Cl)c2)CC1)c1cc(-c2ccncc2)nc2ccccc12,-8

# Some of the compounds tested, so the mix of outcomes need not match the whole.
